# Screening results as filed in PubChem.
# mec2-1: NCI yeast anticancer drug screen, S. cerevisiae mec2-1 strain. growth inhibition, % at 50 µM. 9% of 79,000 active. AID 157;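 also: 0% = growth of vehicle-only cultures of the same strain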
#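 Readout is yeast growth inhibition, normalised to vehicle-treated controls, in the mec2-1 strain exposed to compound.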
# sgs1 mgt1: NCI yeast anticancer drug screen, S. cerevisiae sgs1 mgt1 strain. 10% of 78,000 active. % growth inhibition at 50 µM. AID 161;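 also: 0% = growth of vehicle-only cultures of the same strain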
#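 Test agents were incubated with a DNA-repair-mutant yeast strain. Growth was then read and compared against vehicle-treated controls.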
# mlh1 rad18: NCI yeast anticancer drug screen, S. cerevisiae mlh1 rad18 strain; 11% of 79,000 active; growth inhibition, % at 50 µM; AID 175;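 also: 0% = growth of vehicle-only cultures of the same strain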
#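 In this whole-cell yeast screen, a strain with altered DNA damage repair is challenged with compound, and its growth is measured against matched vehicle-treated controls.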
# cln2 rad14: NCI yeast anticancer drug screen, S. cerevisiae cln2 rad14 strain. % growth inhibition at 50 µM. 8.3% of 78,000 active. AID 165;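 also: 0% = growth of vehicle-only cultures of the same strain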
#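 Readout is yeast growth inhibition versus vehicle-treated controls, using a strain with cln2 and rad14 alterations exposed to compound.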
# yeast bub3: NCI yeast anticancer drug screen, S. cerevisiae bub3 mutant strain. AID 167. 9.9% of 78,000 active. growth inhibition, % at 50 µM;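 also: 0% = growth of vehicle-only cultures of the same strain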
#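 Compounds were applied to a genetically altered yeast strain carrying a cell-cycle control defect. Growth inhibition was scored against vehicle-treated controls.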
# rad50: NCI yeast anticancer drug screen, S. cerevisiae rad50 strain; growth inhibition, % at 50 µM; 10% of 79,000 active; AID 155;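 also: 0% = growth of vehicle-only cultures of the same strain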
#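 Compounds were tested on a yeast strain with an engineered DNA damage repair alteration; the reported value is growth inhibition normalised to vehicle treatment.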
# * marks the source's active call; other numbers are inactive results; & = joins results of further samples. Rule as the data show it: active = growth inhibition above about 70%; inactive = the rest. This is a random part of the collection, and some 14% of all compounds hit somewhere here.
SMILES,mec2-1,sgs1 mgt1,mlh1 rad18,cln2 rad14,yeast bub3,rad50
O=C1NS(=O)(=O)NC1(c1ccccc1)c1ccccc1,1.1,12.9,12.9,21.9,15.6,21.0
Brc1ccc(-c2nc3ccccc3c(Br)c2Br)cc1,9.9,27.3,11.7,12.5,-2.9,29.3
C/C(=N/Nc1ccc([N+](=O)[O-])cc1[N+](=O)[O-])c1ccc(Sc2ccc(/C(C)=N/Nc3ccc([N+](=O)[O-])cc3[N+](=O)[O-])cc2)cc1,-21.1,-10.3,-23.4,-19.4,-14.9,-13.2
c1ccc(-c2nnn(-n3nnc(-c4ccccc4)n3)n2)cc1,12.3,10.9,25.5,-5.5,1.3,-13.0
Cc1ccc(N=Nc2ccc(C)cc2NC(=O)Nc2cc(Cl)ccc2C)cc1,-17.9,-15.8,-10.6,68.9,-2.1,-24.6
NC(=O)c1[nH]c(N=Nc2ccccc2)nc1N,0.9,-4.0,-4.7,-17.9,-3.3,-9.1
COc1ccccc1-c1cc(=O)c2c(C)cc(C)nc2[nH]1,-16.1,-0.6,1.6,-20.3,6.2,-15.8
COc1cccc(-n2nnc3c(N)nc(N)nc32)c1,-24.0,-7.6,18.4,-11.6,-16.6,10.1
COc1cc(O)c(O)c(C(C)(C)C)c1,59.5,63.8,22.9,4.7,61.1,63.7
CC12CCC(C=C1N1CCCCC1)C(C)(C)O2 (stereo not given),-1.4,4.0,2.5,-31.7,-3.0,7.8
OC(CSCc1ccccc1)c1ccccc1 (stereo not given),2.5,-8.0,3.1,-43.0,-2.2,-17.8
C=C(C)C1CCC2(C(=O)O)CCC3(C)C(CCC4C5(C)CCC(O)C(C)(C)C5CCC43C)C12 (stereo not given),1.6,8.2,35.1,17.2,4.8,20.9
CCN(CC)CCOc1cccc(O)c1,-16.1,-12.1,-2.9,-50.5,-8.3,-6.0
COC(=O)CSSCc1ccc([N+](=O)[O-])cc1,96.0*,94.7*,94.4*,93.6*,96.0*,97.3*
CCCCCCCCCCCCCCN1C(=O)c2ccccc2S1(=O)=O,-3.4,-10.3,11.2,-31.5,-7.2,3.5
Cc1nnc(N)s/c1=N/O,4.6,2.5,-11.6,-5.5,3.1,7.5
CCCC(=O)OCc1ccc(Cl)cc1Cl,13.3,14.8,13.9,7.8,0.0,31.6
NC(Cc1cccnc1)C(=O)O (stereo not given),-4.3,-14.8,-2.9,-49.5,-24.6,2.2
NC(CO)C(=O)NCCS(=O)(=O)O (stereo not given),9.6,-3.7,-7.0,22.1,-7.0,-10.7
Cc1ccccc1NC(=O)CSC(N)=O,60.4,91.8*,83.0*,55.0,87.3*,82.1*
Cc1ccc2nc(C=Nc3ccc(Cl)cc3)cc(C)c2c1,-11.7,-27.1,-8.0,14.4,-4.3,0.5
c1ccc2c(c1)OC1OC2Oc2ccccc21,-3.9&-39.1,7.8&-26.3,11.8&-28.9,-6.0&1.6,8.1&-57.5,-10.4&-25.8
CCCCCCCCCCCCCCCCCCNc1nc(=O)n(C2CC(O)C(COP(=O)(O)O)O2)cc1F (stereo not given),12.6,16.8,-23.0,17.0,9.2,12.9
Cn1c(N)cc2nc3ccccc3n2c1=O,5.2,-12.4,-18.6,-4.7,7.7,-25.1
CC(=O)NNc1nc(C)c(C(=O)NNC(=O)C(=O)Nc2ccc([N+](=O)[O-])cc2[N+](=O)[O-])s1,-5.7,-30.9,14.8,32.9,24.1,6.5
O=C1CC2(CCN(CC3COc4ccccc4O3)CC2)C(=O)N1N1CCCCCC1 (stereo not given),70.4*,82.8*,83.8*,84.0*,85.5*,77.0*
O=C(c1ccccc1)C(Cl)c1ccccc1 (stereo not given),95.2*,97.5*,95.2*,44.0,94.0*,91.6*
Cc1ccc(C)c2c1C(O)(C#Cc1ccccc1)c1c(C)ccc(C)c1C2(O)C#Cc1ccccc1 (stereo not given),17.0,-6.2,30.8,-31.9,-4.6,27.1
O=C(Nc1nc2ncn(CCNCCn3cnc4nc(NC(=O)c5ccccc5)[nH]c(=O)c43)c2c(=O)[nH]1)c1ccccc1,14.1,17.5,17.0,25.9,16.8,-10.2
Cc1cc(=O)c2cc(Br)cc(Br)c2[nH]1,-13.8,8.3,12.0,0.1,9.8,11.8

# A stretch taken from the entries so far, as a working copy:
SMILES,mec2-1,sgs1 mgt1,mlh1 rad18,cln2 rad14,yeast bub3,rad50
CCCCCCCCCCCCCCN1C(=O)c2ccccc2S1(=O)=O,-3.4,-10.3,11.2,-31.5,-7.2,3.5
Cc1nnc(N)s/c1=N/O,4.6,2.5,-11.6,-5.5,3.1,7.5
CCCC(=O)OCc1ccc(Cl)cc1Cl,13.3,14.8,13.9,7.8,0.0,31.6
NC(Cc1cccnc1)C(=O)O (stereo not given),-4.3,-14.8,-2.9,-49.5,-24.6,2.2
NC(CO)C(=O)NCCS(=O)(=O)O (stereo not given),9.6,-3.7,-7.0,22.1,-7.0,-10.7
Cc1ccccc1NC(=O)CSC(N)=O,60.4,91.8*,83.0*,55.0,87.3*,82.1*
Cc1ccc2nc(C=Nc3ccc(Cl)cc3)cc(C)c2c1,-11.7,-27.1,-8.0,14.4,-4.3,0.5
c1ccc2c(c1)OC1OC2Oc2ccccc21,-3.9&-39.1,7.8&-26.3,11.8&-28.9,-6.0&1.6,8.1&-57.5,-10.4&-25.8
CCCCCCCCCCCCCCCCCCNc1nc(=O)n(C2CC(O)C(COP(=O)(O)O)O2)cc1F (stereo not given),12.6,16.8,-23.0,17.0,9.2,12.9
Cn1c(N)cc2nc3ccccc3n2c1=O,5.2,-12.4,-18.6,-4.7,7.7,-25.1
CC(=O)NNc1nc(C)c(C(=O)NNC(=O)C(=O)Nc2ccc([N+](=O)[O-])cc2[N+](=O)[O-])s1,-5.7,-30.9,14.8,32.9,24.1,6.5

# Next section.
SMILES,mec2-1,sgs1 mgt1,mlh1 rad18,cln2 rad14,yeast bub3,rad50
c1ccc(N2N=C3N(c4ccccc4)C2N3c2ccccc2)cc1,69.2,81.0*,77.5*,59.5,82.5*,81.0*
Oc1c(CNCc2ccccc2)cc(CNCc2ccccc2)c(O)c1CNCc1ccccc1,8.8,-4.8,-14.8,3.2,17.3,5.3
COC1=CC(=O)C(C2(OC(C)C)OC(=O)C(Cl)=C2Cl)=CC1=O (stereo not given),86.7*,99.5*,91.8*,63.5,59.9,96.2*
Cc1c(N)nc(C2CC(=O)N2CC(N)C(N)=O)nc1C(=O)NC(C(=O)NC(C)C(O)C(C)C(=O)NC(C(=O)NCCc1nc(-c2nc(C(=O)NCCNCC(C)O)cs2)cs1)C(C)O)C(OC1OC(CO)C(O)C(O)C1OC1OC(CO)C(O)C(OC(N)=O)C1O)c1cnc[nH]1 (stereo not given),93.3*,93.3*,92.5*,90.6*,93.8*,92.7*
CC(=O)NC1C(OC(C)C(=O)NC(C(=O)NC(CCC(=O)NCCCNC2c3ccccc3Nc3cccc([N+](=O)[O-])c32)C(N)=O)C(C)C)C(O)C(CO)OC1(C)OCc1ccccc1 (stereo not given),-20.4,4.3,3.2,13.4,-25.8,-29.1
CCOc1ccc2c(c1)[n+]([O-])c(-c1nc3ccccc3s1)c(N)[n+]2[O-],55.3,58.6,65.0,59.0,59.0,57.1
O=C1C[C@@H]2[C@@H](C=CC23CC3)N1O,6.3,-8.6,11.4,11.1,6.5,12.4
N#Cc1ccc2cc(C#N)c3ccccc3c2c1,-17.1,-4.5,-9.1,-26.6,-7.7,-28.8
COC(=O)c1cc(Cl)ccc1OCC(=O)Nc1ccccc1,-2.5,13.4,-29.1,-8.2,-6.5,-6.3
CC(C)N(C(=O)c1ccc(C(=O)N(c2ccccc2)C(C)C)cc1)c1ccccc1,-7.5,-1.2,14.4,36.0,-3.5,-40.5

# Next part, overlapping the part above by 2 compounds.
SMILES,mec2-1,sgs1 mgt1,mlh1 rad18,cln2 rad14,yeast bub3,rad50
COC(=O)c1cc(Cl)ccc1OCC(=O)Nc1ccccc1,-2.5,13.4,-29.1,-8.2,-6.5,-6.3
CC(C)N(C(=O)c1ccc(C(=O)N(c2ccccc2)C(C)C)cc1)c1ccccc1,-7.5,-1.2,14.4,36.0,-3.5,-40.5
Cc1cc(NC(=S)SCc2ccc(Cl)cc2)ccc1Br,92.7*,91.3*,91.2*,88.8*,91.2*,91.3*
CCCCCCCCOC(=O)Nc1ccc(S(=O)(=O)NC2CCCCC2)cc1,-2.9,14.1,20.6,37.8,10.8,7.0
CCN(c1ccc(Br)cc1)c1c(Br)c(=O)nc2ccccn12,-10.4,13.7,-10.2,-7.7,-1.2,-20.1
Cc1c2ccccc2c(C)n2c1nc1cc3ccccc3cc12,11.9,11.8,28.6,8.6,4.7,9.8
O=C(O)C1(C(=O)O)Cc2ccccc2C1,-12.6,-9.2,14.8,-9.3,9.8,-15.6
Nc1nc(N)c(CCCCc2ccc([N+](=O)[O-])cc2)c(N)n1,21.1,24.1,-21.3,-9.9,-1.4,-1.1
O=C(O)/C=C/c1ccccc1Cl,10.1,-1.3,-9.9,-25.8,0.8,-9.7
Cn1cc(C(=O)c2ccccc2)ccc1=O,-6.6,-4.0,6.7,16.6,-16.1,-12.8
BrC12CCC(Br)(CC1)CC2,-4.5,-0.2,16.4,11.1,1.1,8.0
CN1CCC(O)C1 (stereo not given),-28.4,29.1,22.9,6.2,9.9,29.3
CCSC(C(O)C(O)C(O)C(O)CO)n1cnc2c(N)ncnc21 (stereo not given),10.1,2.2,10.5,-8.7,7.7,5.0
CN1C2C=CC(=O)C1C1C(=O)N(c3ccccc3)C(=O)C12 (stereo not given),45.1,54.0,27.1,31.4,23.8,25.2
Cc1c2ccnc(C#N)c2c(C)c2c1[nH]c1ccccc12,3.0,-16.9,7.5,-13.3,12.8,-19.8
C=C(C)C1(C(=O)OCC(Cl)(Cl)Cl)NC(=O)C(NC(=O)COc2ccccc2)=CO1 (stereo not given),86.8*,94.5*,93.0*,61.1,85.0*,94.8*
CCOC(=O)C1CC(C)CC1=O (stereo not given),-2.6,-4.6,0.2,-4.4,1.4,5.7
O=C1CCCNC(=O)N1,20.1,-19.3,-5.3,4.3,1.9,-11.2
O=C1CCCN1CO,-52.7,12.7,-4.0,-1.7,23.4,-7.2
Cc1cc(O)c(C=NC(=S)c2cccnc2)c(=O)o1,-9.3,16.1,43.7,10.8,8.4,-4.2
CC(C)(C)c1ccc(O)c(CN2CCOCC2)c1,-0.6,-5.1,-11.9,44.1,30.4,-21.3
COc1ccc(CC2c3cc(OC)c(OC)cc3CCN2C(=O)OCc2ccccc2)cc1OC (stereo not given),-4.1,2.4,12.1,19.6,8.7,25.3
CC1(C)CCCCC1=O,-1.8,7.1,-14.3,22.1,26.1,-0.1
CCOC(=O)c1c[nH]c2ccc3c(c2c1=O)S(=O)(=O)CC3 (tested in a mixture with another compound),5.2,-5.0,-20.4,-37.9,-0.6,-20.6
Oc1cccc2ccc(N3CCCCC3)nc12,13.8,-3.1,-7.7,2.5,3.4,10.2
CC(C)NCCC(C)Nc1ccc(Cl)cc1 (stereo not given),19.4,-2.3,48.5,-49.7,19.8,30.1
N#Cc1cc2cccn2c2c1cnn2-c1ccccc1,-6.8,-1.5,-3.0,9.7,-46.9,19.0
O=CNc1ccc(Oc2ccc(NC=O)cc2)cc1,6.8,1.4,30.6,61.3,-6.5,3.6
Oc1c(Br)cc(Br)cc1-c1ccccc1,99.5*,99.5*,99.3*,99.2*,99.3*,98.1*
COc1ccc(N2C(=O)C3c4[nH]c5ccccc5c4C4CCCCCCC4C3C2=O)cc1 (stereo not given),25.9,22.6,28.6,-8.9,11.9,50.1
CO[C@@H]1C[C@H](C)CC[C@H]1C(C)C,-13.9&0.5,-14.8&5.3,-13.6&2.1,-4.2&-7.5,0.2&-0.9,4.4&5.4
O=C(CCCl)Nc1ccc(S(=O)(=O)Nc2nccs2)cc1,-7.2,22.6,13.7,-5.3,31.0,8.4
O=C(O)c1ccc2c([N+](=O)[O-])cccc2n1,19.2,14.3,19.9,-44.0,1.1,33.5
O=C1C(=O)c2cc(Cl)ccc2-c2ccc(Cl)cc21,93.9*,94.0*,93.5*,88.5*,86.6*,91.0*
CC(C)N(C(=O)C1C2CCC(CC2)C1C(=O)N(C(C)C)C(C)C)C(C)C (stereo not given),17.5,11.3,20.7,-0.9,27.6,2.4
O=S(=O)(Oc1ccc(Cl)cc1)c1cccc(S(=O)(=O)Oc2ccc(Cl)cc2)c1,1.6,-2.6,1.8,-5.5,5.5,12.8
CCCCN(CCCC)CC(O)c1cccc2c(Cl)cccc12 (stereo not given),71.7*,88.5*,70.5*,89.7*,94.8*,86.5*
CCC/C(C)=N/NC(=S)SC,90.5*,94.2*,96.3*,77.5*,96.7*,96.8*
C[N+]1([O-])CCC(O)(C2CC2)CC1 (stereo not given),-26.6,-17.2,-57.4,-0.7,-7.8,-19.0
CCCCSC(CC(O)C(O)COC(=O)c1ccc([N+](=O)[O-])cc1)SCCCC (stereo not given),1.9,2.7,-5.8,13.0,-4.8,-12.1
CC(C)=CC(=O)C/C(=N\NC(N)=S)C(=O)Nc1ccc(Cl)cc1,-27.5,5.5,-1.3,9.4,5.1,-7.4
Cn1ncc2c(c1=O)Nc1ccccc1S2(=O)=O,7.0,-6.5,22.7,2.4,28.7,8.0
